# p53ts 32C tox – p53ts cell cytotoxicity, permissive temperature; Potency, µM (series often up to 46.1 µM), for the others: at the highest dose activity change, negative = cytotoxicity, usual class: cytotoxic; H1299-p53A138V at 32C, ATP luminescence viability, 24 h; 130,000 compounds, 0.93% hits;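 also: 0% = DMSO and -100% = full killing by reference compound; nearly all actives have a fitted effect of over 55% in size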
#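 Viability by ATPlite luminescence after 24 h compound treatment (up to 46 uM) at the permissive 32C. Cells are H1299 carrying p53 A138V. Scale runs from DMSO basal to 100 uM tamoxifen as full kill; AC50 from Hill fits.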
# p53ts 39C kill – kills p53ts cells at the nonpermissive temperature; H1299-p53A138V viability at 39C, ATP luminescence, 24 h; Potency, µM (highest dose often 46.1 µM), for the others: at the highest dose activity change, negative = cell killing, usual class: cytotoxic; 130,000 compounds, 1.5% hits; also: nearly all actives have a fitted effect of over 55% in size
# IkB sig inh – suppresses IkB signaling in ABC-DLBCL reporter cells. ABC-DLBCL IkBa-CBG/CBR dual luciferase ratio, 4 h; response scale: scaled: untreated 0%, proteasome inhibitor 100%. Potency, µM (series often up to 57.1 µM), for the others: at the highest dose IkBa stabilization activation. 110,000 compounds, 0.04% hits. AID 445; active = well fitted curve in the direction sought with a large enough effect in the signal ratio, not every such curve was filed as active; inconclusive = small, poorly fitted or top-dose-only effect, or a change in a side signal; the % refers to the signal ratio;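 also: the direction sought is a rising ratio; 0% = basal untreated cells and 100% = reference inhibitor full response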
#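 In this assay, an IκBα–CBG68 fusion accumulates when IKK-driven degradation is blocked; native CBR normalizes for cell number. OCI-Ly3 cells were treated 4 h with compound and doxycycline, then green and red light read after Chroma-Glo addition.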
# Peg3 imprint – induces erasure of genomic imprints in mouse ES cells; mouse ES Peg3-LacZ reporter, beta-gal luminescence, 40 h; Potency, µM (top dose mostly 60.7 µM), for the others: at the highest dose activity change, positive = activation, actives largely listed as activators; 110,000 compounds, 0.02% hits; AID 1948;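 also: 0% = negative control wells on the plate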
#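 Gelatin-coated wells received 300 freshly trypsinized female ES cells with a Peg3LacZ-Neo reporter on the maternal allele, then incubated 40 hours at 37C. BetaGlo was added for 5 minutes at room temperature before a single luminescence read.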
# An asterisk follows results filed as active; u = inconclusive; x = not tested or not shown; [ ] = another dose, or the depositor's remark. Unless noted, calls follow the shape of the dose curve; as a rule, active = well fitted curve in the direction sought with a large enough effect; inconclusive = small, poorly fitted or top-dose-only effect, or another doubt; inactive = no such curve, though single readings can be large; an effect the other way counts as inactive or inconclusive. Unless noted, % is scaled to controls: 0 for no effect and ±100 for the full control effect; potency is read from the fitted curve at half-maximal effect.
# Results follow in this order: p53ts 39C kill | IkB sig inh | Peg3 imprint | p53ts 32C tox
> O=C(C1CC1)N1CCc2cc(Br)cc(S(=O)(=O)NCCN3CCOCC3)c21
 : 15% | -0.2% | -2% | u
> CC(C)C(c1nnnn1CCc1ccccc1)N1CCN(C(=O)c2ccco2)CC1 (stereo unspecified)
 : 0% | 0.0% | -2% | 6%
> COc1ccc(NCc2cccn2-c2nnc(N3CCCCC3)s2)cc1OC
 : -9% | u | 8%[10.9 µM] | -9%
> COC(=O)[C@H](C)NC(=O)NCc1ccco1
 : 7% | 0.0% | -3% | 7%
> CCCS(=O)(=O)N1CCCC(C(=O)NCCN(C)Cc2ccccc2)C1 (stereo unspecified)
 : -5% | -0.4% | -7% | -7%
> O=C(Nc1cccc(Br)c1)c1cc2ccccc2o1
 : u | u | -75%[inhibitor] | u
> CCSc1nnc2c(n1)OC(c1ccc(C)s1)Nc1ccccc1-2 (stereo unspecified)
 : 16% | -2.3% | 1%[10.9 µM] | -13%
> CCOc1ccc(-c2cc3nc(C4CCN(C(=O)OC(C)(C)C)CC4)c(C(=O)Nc4ccc(C)c(F)c4)cn3n2)cc1
 : u | u | -34%[inhibitor][10.9 µM] | -14%
> CC1=C(C(=O)Nc2cccnc2)C(c2cccc(Br)c2)n2nc(SCc3ccccc3)nc2N1 (stereo unspecified)
 : -16% | -0.3% | -2%[10.9 µM] | -1%
> COc1ccc2c(c1)OC(O)(C(F)(F)F)CC2=O (stereo unspecified)
 : -1% | -2.9% | 2% | -13%
> COc1cccc(N2CCN(c3ncccn3)CC2)c1
 : -11% | 16% | -45%[inhibitor] | -14%
> Cc1ccnc(NS(=O)(=O)c2ccc(NC(=O)c3ccc(C)o3)cc2)n1
 : 6% | x | x | 14%
> Cc1cccc(CSc2cn(CC(=O)N3CCCC3)c3ccccc23)c1
 : u | u | -14%[10.9 µM] | -13%
> CCC(C)(C)NC(=O)C(OC(=O)c1cc2sccc2n1C)c1ccc(OC)cc1 (stereo unspecified)
 : -9% | 0.6% | -12% | -7%
> Cc1ccc(CSc2oc(-c3cccs3)nc2S(=O)(=O)c2ccccc2)cc1
 : 2% | u | -16%[10.9 µM] | -9%
> COc1ccc(-c2noc(-c3ccccc3C(=O)NCc3ccco3)n2)cc1
 : u | 2.2% | -26% | u
> CCOc1ccccc1C(=O)Nc1nc2c(s1)CC(C)CC2 (stereo unspecified)
 : u | u | -15%[10.9 µM] | -28%
> COc1ccc(OC)c(NC2=NC3(CCCC3)N=C(N)N2)c1
 : 6% | -2.0% | -10% | -5%
> CCOc1ccc(-c2cc3c(=O)n(Cc4nc(-c5ccc(OC(C)C)cc5)oc4C)ccn3n2)cc1Cl
 : 17% | 4.0% | -3%[10.9 µM] | 3%
> CS(=O)(=O)N1CCC2(CCCN(C(=O)Nc3ccccc3)C2)CC1
 : -2% | 4.5%[11.4 µM] | x | -15%
> CCOc1ccc(N(CC(=O)Nc2ccc(F)cc2F)S(=O)(=O)c2c(C)[nH]c(=O)[nH]c2=O)cc1
 : -12% | u | 16%[10.9 µM] | 1%
> CCOc1ccccc1NC(=O)Cn1ncc2c(=O)oc3ccc(C)cc3c21
 : -28% | 2.3% | 6%[10.9 µM] | 4%
> Cc1ccc(-n2c(SCC(N)=O)nnc2-c2ccccn2)cc1C
 : 9% | 2.0% | -10% | 4%
> CCOC(=O)N1CCN(C(=O)N2CCOCC2)CC1
 : 17% | 0.9% | -7% | 6%
> COc1cccc(-c2cc(C(=O)Nc3c(C)nn(Cc4ccccc4Cl)c3C)no2)c1
 : -8% | u | -12%[10.9 µM] | 14%
> O=C1c2[nH]nc(-c3ccccc3)c2C(c2ccccc2)N1c1cccc(C(F)(F)F)c1 (stereo unspecified)
 : u | u | -10%[10.9 µM] | u
> COc1ccc(NC(=O)N2CCC3(CC2)CCN(S(=O)(=O)c2ccccc2)CC3)cc1
 : -8% | 0.4%[11.4 µM] | x | -3%
> NCCNc1ncnc2ccc(Cl)cc12
 : -1%[9.22 µM] | -0.8%[11.4 µM] | -14%[10.9 µM] | 6%[9.22 µM]
> CCc1ccc(-c2[nH]c3c(c2-c2c(-n4cccc4)n(C)c(=O)[nH]c2=O)c(=O)[nH]c(=O)n3C)cc1
 : 26% | -1.0% | -7%[10.9 µM] | -7%
> Cc1noc(C)c1S(=O)(=O)N(CCc1ccccc1)Cc1ccccc1
 : 8% | 2.1% | -18% | 2%
> c1ccc2c(c1)oc1c(Nc3ccc(CN4CCOCC4)cc3)ncnc12
 : u | u | -43%[inhibitor] | u
> CC(=O)c1ccc(NC(=O)CSc2nc3nc(C)cc(C)n3n2)cc1
 : 1% | -0.4% | -8% | 10%
> COC(=O)[C@H](CCSC)NC(=O)Nc1ccc(OC)cc1
 : 14% | -2.6% | -12% | 5%
> COc1cccc(-c2cc(C(=O)NC3CCCC3)no2)c1
 : u | u | -37%[inhibitor] | u
> Cc1ccc(C(=O)O)cc1S(=O)(=O)NCC1CCCO1 (stereo unspecified)
 : 4% | -0.5% | -13% | 2%
> Cc1cccc(NC(=O)CSc2nc3ccc(NC(=O)c4ccco4)cc3s2)c1
 : -27% | u | -21%[10.9 µM] | u
> COC(=O)c1ccc(CSc2nc3ccccc3c(=O)n2Cc2ccco2)o1
 : -13% | u | -19% | -4%
> C=Cc1ccc(Cn2c(=O)n(CC3CCC(C(=O)NC(C)C)CC3)c(=O)c3sccc32)cc1 (stereo unspecified)
 : -13% | 1.8% | -11%[10.9 µM] | -10%
> COc1ccc(-n2c(=O)c(-c3cccs3)nc3cnc(OC)nc32)cc1
 : 0% | -1.8%[11.4 µM] | 7% | 1%
> Cc1ccc(NC(=O)c2cc3c([nH]c2=O)CC(C)(C)CC3=O)c(C)c1
 : -2% | 4.7% | 3%[10.9 µM] | -8%
> CCOC(=O)c1cnc(SC2CCc3ccccc3C2=O)nc1N (stereo unspecified)
 : -10% | 1.5% | -4% | 5%
> N#Cc1c[nH]n2c(NC3CCCC3)c(-c3ccc(Cl)cc3)nc12
 : -4% | u | 5%[10.9 µM] | 3%
> CC(=O)c1ccc(NC(=O)CSc2nc(-c3ccccc3C)nc3c2c(=O)n(C)c(=O)n3C)cc1
 : -3% | u | 8%[10.9 µM] | 34%[activator]
> CCCn1c(=O)c(C(=O)NCc2ccc(OC)c(OC)c2)c(O)c2ccccc21
 : 2% | u | 14% | 12%
> CC(NC(=O)C1CCN(c2nc3ccccc3nc2C(F)(F)F)CC1)c1ccccc1 (stereo unspecified)
 : 5% | -1.0% | -6%[10.9 µM] | 2%
> COc1ccc(-c2noc(N3CCC(C(=O)N4CCN(c5ccccc5F)CC4)CC3)n2)cc1
 : 40%[activator] | -1.3% | -12%[10.9 µM] | 40%[activator]
> COC(=O)N/N=C/c1ccc([N+](=O)[O-])o1
 : 9% | x | x | -9%
> O=C(NC1C=CS(=O)(=O)C1)c1sc2ccccc2c1Cl (stereo unspecified)
 : u | u | -28% | -22%
> CNC(=O)COC(=O)/C=C/c1c(C)nn(-c2ccccc2)c1C
 : -12% | x | x | -12%
> Oc1c(C(c2ccccc2)N2CCN(c3ccccc3)CC2)sc2nc(-c3ccco3)nn12 (stereo unspecified)
 : -25% | 3.8% | 14%[10.9 µM] | 5%
> CCOC(=O)c1cc2sc(C)cc2n1CC(=O)Nc1ccc2c(c1)OCCO2
 : -19% | 6.7% | x | -18%
> Cc1ccc(N2CC(NC(=O)c3ccc4c(c3)OCO4)CC2=O)cc1 (stereo unspecified)
 : -20% | -1.7% | 7%[10.9 µM] | 4%
> COC(=O)c1cc(=O)[nH]c(=O)[nH]1
 : -1%[9.22 µM] | 0.6%[11.4 µM] | 9%[10.9 µM] | 0%[9.22 µM]
> CCc1ccc(-c2[nH]nc3nc(-c4cc(OC)ccc4OC)cc(C(=O)O)c23)cc1
 : 4µM* | 16% | u | -2%
> CCCCCCNC(=O)n1cc(F)c(=O)[nH]c1=O
 : -9% | x | -30% | 14%
> CC1=C(C(=O)Nc2ccccc2C)C(c2cccnc2)n2nc(SCc3ccccc3F)nc2N1 (stereo unspecified)
 : 22% | 0.5% | 16%[10.9 µM] | -11%
> Cc1ccc(-n2nnc3c(=O)n(CC(=O)N4CCC(C)CC4)cnc32)cc1
 : 20% | -1.7% | -12% | -2%
> COc1cc(OC)cc(C(=O)N2CCN(Cc3ccccc3C(F)(F)F)CC2)c1
 : 16% | -0.1% | -20% | 3%
> CN(C)/C=N/c1cc(=O)[nH]c(=O)n1CC1CC1
 : -8% | x | -8% | 6%
> COc1ccccc1-c1cc2nc(C)c(CCC(=O)Nc3ccc(Br)c(C)c3)c(C)n2n1
 : -30% | u | -12%[10.9 µM] | -3%

# Overlap with the part before: four entries, followed by the next part.
# Results follow in this order: p53ts 39C kill | IkB sig inh | Peg3 imprint | p53ts 32C tox
> Cc1ccc(-n2nnc3c(=O)n(CC(=O)N4CCC(C)CC4)cnc32)cc1
 : 20% | -1.7% | -12% | -2%
> COc1cc(OC)cc(C(=O)N2CCN(Cc3ccccc3C(F)(F)F)CC2)c1
 : 16% | -0.1% | -20% | 3%
> CN(C)/C=N/c1cc(=O)[nH]c(=O)n1CC1CC1
 : -8% | x | -8% | 6%
> COc1ccccc1-c1cc2nc(C)c(CCC(=O)Nc3ccc(Br)c(C)c3)c(C)n2n1
 : -30% | u | -12%[10.9 µM] | -3%
> CCN(CC)S(=O)(=O)c1ccc(NCc2ccccc2)nc1
 : 42%[activator] | 3.2% | -18% | 52%[activator]
> CCCCN(CC)CCCNC(=O)c1sc2nc3n(c(=O)c2c1C)CCCCC3
 : -15% | 1.7% | -5%[10.9 µM] | -1%
> COc1ccc(CNC(=O)c2ccc3c(c2)N(Cc2c(F)cccc2Cl)C(=O)CS3)cc1
 : 18% | 1.9% | -14%[10.9 µM] | 15%
> O=C(COc1ccccc1Cl)OCc1cc(=O)n2nc(C3CC3)sc2n1
 : -12% | -1.3% | -5%[10.9 µM] | 0%
> CC1Cc2nc(SCC(N)=O)n(Cc3ccccc3)c(=O)c2S1 (stereo unspecified)
 : 5% | -1.1% | -4% | -6%
> CCOc1ccccc1C1C(C(=O)Nc2ccccc2OC)=C(C)Nc2nc3ccccc3n21 (stereo unspecified)
 : -3% | u | -11%[10.9 µM] | 8%
> CC(=O)OCCn1c(Br)nc2c1c(=O)[nH]c(=O)n2C
 : 15% | 4.8% | x | -7%
> Cc1ccco1
 : -3% | -0.3% | -1% | u
> CN1C(=O)CS(=O)c2ccc(C(=O)NCCC3=CCCCC3)cc21 (stereo unspecified)
 : -3% | 0.9% | -24% | -5%
> CCn1cnc2c1c(=O)n(CC(=O)Nc1cc(C)on1)c(=O)n2Cc1ccccc1
 : -6% | -0.9% | 0% | -1%
> Cc1ccc2c(c1)nc(NCCO)n2C
 : 6% | -1.6% | u | 3%
> COc1ccc(N2C(=O)C3CC(C)=C(C)CC3C2=O)c(OC)c1 (stereo unspecified)
 : 12% | 1.7% | -5% | -2%
> COc1ccccc1N1CCN(Cc2ccco2)CC1
 : -9% | 0.5% | -11% | -14%
> S=c1[nH]nc(-c2ccncc2)n1CC1CCCO1 (stereo unspecified)
 : -1% | 1.2% | -14% | -5%
> CCNC(=O)N1CCNC(=O)C1CC(=O)Nc1ccc(C(=O)OCC)cc1 (stereo unspecified)
 : u | -3.0% | -29% | u
> CCCCOc1ccc(CSc2nncn2N)cc1
 : -17% | -0.9% | -7% | -15%
> Cc1[nH]c2ccccc2c1CCC(N)=O
 : 10% | 0.6% | 7% | -1%
> O=C1CC(c2ccc(F)cc2)CC(O)=C1C=NCCN1CCN(C(=O)Nc2ccccc2)CC1 (stereo unspecified)
 : -8% | 0.8% | -12% | 4%
> CCOC(=O)/C=C/S(=O)(=O)c1ccc(NC(C)=O)cc1
 : u | u | -11% | u
> CCc1ccccc1N1C(=O)N(Cc2ccc(C#N)cc2)c2ccccc2S1(=O)=O
 : -20% | 0.0% | -6%[10.9 µM] | 20%
> CCc1cnc2c(c1SCc1ccccc1C)c(=O)n(C)c(=O)n2C
 : -1% | 1.6% | 14%[10.9 µM] | -13%
> COC(=O)c1cc(NC(=O)c2nn(C)c3c2COc2ccccc2-3)cc(C(=O)OC)c1
 : -11% | u | 13%[10.9 µM] | 2%

# Screens: PubChem BioAssay, National Center for Advancing Translational Sciences (NCATS)
